Screening results (PubChem)
HPDE-C7K KRASV12: viability loss of HPDE-C7K cells – cell-based, fluorescence, HTS, primary screen (AID 431). HPDE-C7K KRASV12 cells, Alamar Blue viability, 48 h; higher % means a stronger effect. one-dose cytotoxicity, % at 10 µM; EC50 in µM for titrated hits. hit rate 1.7% among 63,000;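 active = compounds whose percent cytotoxicity in the single-dose primary screen, scaled between solvent and toxic-drug controls, exceeds 50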;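 also: 0% = DMSO solvent wells and 100% = doxorubicin-treated wells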
Spn DPM-DC inh: S. pneumoniae DPM-DC inhibition. purified DPM-DC, PK/LDH coupled NADH fluorescence. calls only at 10 µM. hit rate 0.49% among 65,000. AID 556;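 active = the 320 compounds with the highest percent inhibition in the single-dose primary screen, excluding strongly autofluorescent ones, cut at about 32% in these data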;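 also: kinetic rate of NADH fluorescence loss reporting ADP formed by the decarboxylase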
Alkaline phosphatase: human TNAP enzyme inhibitors, biochemical, luminescent (AID 518). purified TNAP enzyme, luminescent substrate readout; higher % means a stronger effect. one-dose inhibition, % at 20 µM; IC50 in µM for titrated hits. hit rate 0.09% among 64,000; in the data active = a potency from the dose series; inactive = the rest, 99 in 100 with inhibition below about 22%;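 also: plate controls were vehicle for no effect and reference inhibitor for full effect; many of its hits are not listed in these tables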
PMK inhibit: blocks S. pneumoniae phosphomevalonate kinase; purified PMK, PK/LDH-coupled NADH absorbance 340 nm; hit rate 0.49% among 65,000; inhibition, % at 10 µM;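 active = top-ranked compounds by inhibition in the single 10 µM screen, taking a fixed number of the strongest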;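 also: 0% = full reaction with DMSO carrier and 100% = background rate without enzyme reaction; no value below 0 was filed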
Bfl-1 inhibitors: displacement of Bid BH3 peptide from Bfl-1 – biochemical, fluorescence polarization, FITC-Bid, mouse, primary screen (AID 432) | displacement, % at 20 µM; hits with a dose series show IC50 in µM | hit rate 0.02% among 64,000 | FITC-Bid BH3 peptide fluorescence polarization displacement; higher % means a stronger effect; in the data active = a potency from the dose series; inactive = the rest, 99 in 100 with displacement below about 15%; also: strong numbers were not always called active
HT1080 cytotoxicity: cytotoxicity in HT1080 fibrosarcoma cells, cell-based, fluorescence readout (AID 620); cytotoxicity, % at 10 µM, or EC50 in µM where a hit was titrated; HT1080 viability, fluorescence; higher % means a stronger effect; hit rate 0.42% among 87,000;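 also: cells exposed to compound overnight then 4 h with Alamar Blue; 0% = vehicle DMSO and 100% = killing control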
HPDE-C7 cytotoxicity: HPDE-C7 pancreatic duct cell viability loss – fluorescence, HTS (AID 430); HPDE-C7 pancreatic duct cells viability, fluorescence; higher % means a stronger effect; cytotoxicity, % at 10 µM; hits with a dose series show EC50 in µM; hit rate 1.8% among 63,000;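 also: cells exposed to compound for 48 hours before viability readout; 0% = vehicle and 100% = reference cytotoxic drug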
LYP phosphatase: LYP phosphatase inhibitors, primary screen, biochemical, DiFMUP fluorescence, recombinant catalytic domain, 10 µM (AID 606); inhibition, % at 10 µM; hits with a dose series show IC50 in µM; 52,000 tested, under 10 active; recombinant LYP catalytic domain, DiFMUP fluorescence; higher % means a stronger effect;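 active = IC50 under 40 µM in the dose-response test; inactive = IC50 of 40 µM or more, or never dose-tested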
MK inhibit: inhibitors of Streptococcus pneumoniae mevalonate kinase; inhibition, % at 10 µM; purified MK, PK/LDH-coupled NADH absorbance 340 nm; hit rate 0.48% among 65,000;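 active = ranked among the strongest by inhibition in the single 10 µM screen, a fixed top-ranked set picked for dose follow-up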; also: no value below 0 was filed
PMK inhibit pilot replicates: also measured in PMK inhibit; calls as there; inhibition, %; measured here: pilot screen replicates
MK inhibit pilot replicates: also measured in MK inhibit; calls as there; inhibition, %; measured here: pilot screen replicates
Spn DPM-DC inh pilot screen %: also measured in Spn DPM-DC inh; calls as there; inhibition, %; measured here: pilot screen trials
* marks the source's active call; other numbers are inactive results; i = inactive; · = no result given. Rule as the data show it, unless noted: active = cytotoxicity above about 50%; inactive = the rest. Rows are unselected; 3.5% or so of the library scored in one or more.

SMILES	HPDE-C7K KRASV12	Spn DPM-DC inh	Alkaline phosphatase	PMK inhibit	Bfl-1 inhibitors	HT1080 cytotoxicity	HPDE-C7 cytotoxicity	LYP phosphatase	MK inhibit	others
COC(=O)C(C)Sc1nnc(SC(C)C(=O)OC)s1 (stereo not drawn)	·	i	13.9%	8.0	-10.0%	9.5%	·	2.1%	7.0
CC(=O)Nc1cc(C(=O)O)ccc1S(=O)(=O)c1ccc(Cl)cc1	-2.5%	i	17.2%	13.0	0.2%	-4.1%	3.4%	·	0.0
COc1cccc(NC(=O)Cc2nnc(SCC(=O)c3ccccc3)n2C)c1	4.5%	i	18.2%	3.0	-5.0%	-3.6%	-5.6%	-2.9%	4.0	PMK inhibit pilot replicates=1.0;MK inhibit pilot replicates=2.5;Spn DPM-DC inh pilot screen %=4.0
CN1CCN(S(=O)(=O)c2ccc3[nH]cc(C(=O)O)c(=O)c3c2)CC1	11.1%	i	6.3%	10.0	0.4%	-2.5%	9.9%	·	0.0
Cc1ccnc(SCCn2c(N3CCN(C)CC3)nc3c2c(=O)[nH]c(=O)n3C)n1	-18.4%	i	15.4%	14.0	-5.5%	27.0%	-1.3%	-1.9%	9.0
CCN(CC)CCCN1C(=O)C(O)=C(C(=O)c2cccs2)C1c1ccccn1 (stereo not drawn)	0.2%	i	7.2%	6.0	2.7%	2.6%	-11.8%	8.1%	7.0
N#CC1=C(N)C(C#N)(C#N)[C@H](c2ccoc2)[C@H]2CN(Cc3ccccc3)CC=C12	81.4%*	i	9.5%	6.0	123.8%	66.1%*	72.0%*	2.3%	0.0
C=CCOc1ccc(/C(O)=C2\C(=O)C(=O)N(CCN(C)C)C2c2cccs2)cc1 (stereo not drawn)	-0.3%	i	4.1%	8.0	-2.3%	-14.3%	-9.8%	3.7%	0.0
CCN(CC(=O)N1CCCCCC1)S(=O)(=O)c1ccc(Cl)cc1	-21.0%	i	10.2%	0.0	-13.7%	-5.5%	-3.2%	10.9%	0.0
CCCn1c(=O)c2c(c3ccccc31)OC(C)C(=O)N2 (stereo not drawn)	0.9%	i	7.4%	21.0	-2.9%	14.8%	-5.3%	·	7.0
CCN1CCN(C(=O)CS(=O)Cc2nc(-c3ccc(OC)cc3)oc2C)CC1 (stereo not drawn)	0.6%	i	4.4%	7.0	-1.8%	-5.5%	-10.0%	-1.1%	3.0
CC(C)CC1N=C2c3ccccc3N=C(SCc3cc(=O)n4ccccc4n3)N2C1=O (stereo not drawn)	-5.4%	i	7.0%	10.0	-0.1%	9.4%	2.7%	6.6%	14.0
CCOC(=O)c1ccc(N2C(=O)CC(N3CCN(C/C=C/c4ccccc4)CC3)C2=O)cc1 (stereo not drawn)	6.3%	i	13.0%	1.0	-0.9%	6.0%	-21.3%	14.4%	2.0	PMK inhibit pilot replicates=0.0;MK inhibit pilot replicates=0.0;Spn DPM-DC inh pilot screen %=0.0
COc1ccc(Oc2ncnc3c2ncn3Cc2ccccc2)cc1	-6.9%	i	5.7%	1.0	-0.1%	5.1%	2.6%	-9.1%	16.0
O=C1NC2(CCCC2)N=C1c1ccc(Cl)cc1	-2.2%	i	5.8%	10.0	3.3%	-0.5%	-2.7%	·	8.0

Next part; it opens with the 5 that closed the last part.
SMILES	HPDE-C7K KRASV12	Spn DPM-DC inh	Alkaline phosphatase	PMK inhibit	Bfl-1 inhibitors	HT1080 cytotoxicity	HPDE-C7 cytotoxicity	LYP phosphatase	MK inhibit	others
CCN1CCN(C(=O)CS(=O)Cc2nc(-c3ccc(OC)cc3)oc2C)CC1 (stereo not drawn)	0.6%	i	4.4%	7.0	-1.8%	-5.5%	-10.0%	-1.1%	3.0
CC(C)CC1N=C2c3ccccc3N=C(SCc3cc(=O)n4ccccc4n3)N2C1=O (stereo not drawn)	-5.4%	i	7.0%	10.0	-0.1%	9.4%	2.7%	6.6%	14.0
CCOC(=O)c1ccc(N2C(=O)CC(N3CCN(C/C=C/c4ccccc4)CC3)C2=O)cc1 (stereo not drawn)	6.3%	i	13.0%	1.0	-0.9%	6.0%	-21.3%	14.4%	2.0	PMK inhibit pilot replicates=0.0;MK inhibit pilot replicates=0.0;Spn DPM-DC inh pilot screen %=0.0
COc1ccc(Oc2ncnc3c2ncn3Cc2ccccc2)cc1	-6.9%	i	5.7%	1.0	-0.1%	5.1%	2.6%	-9.1%	16.0
O=C1NC2(CCCC2)N=C1c1ccc(Cl)cc1	-2.2%	i	5.8%	10.0	3.3%	-0.5%	-2.7%	·	8.0
COC(=O)c1ccc(NC(=O)Cn2nc(SC)n(N)c2=S)cc1	6.1%	i	5.6%	11.0	0.1%	3.5%	2.1%	-15.4%	5.0
CCS(=O)(=O)N1CCC(C(=O)NC2CCCCC2)CC1	-0.9%	i	3.7%	5.0	-0.3%	-1.5%	-7.2%	1.7%	6.0	PMK inhibit pilot replicates=1.0;MK inhibit pilot replicates=0.0;Spn DPM-DC inh pilot screen %=0.0
C=CCc1cccc(CNc2nc3ccccc3n2CC)c1O	·	i	7.9%	4.0	1.9%	4.2%	·	8.3%	0.0
CCCCNC(=O)c1ccccc1NS(=O)(=O)c1ccc2c(c1)OCCO2	14.6%	i	17.3%	0.0	-0.4%	-3.7%	18.6%	0.0%	11.0
O=C(Nc1ccccc1C(=O)Nc1ccccc1C(=O)NCc1ccco1)c1ccco1	-4.2%	i	9.5%	0.0	-3.8%	0.0%	-0.5%	1.6%	8.0
Cc1cc(NC(=O)c2cc(-c3cccnc3)nc3c(C)c(C)ccc23)no1	8.8%	i	0.6%	5.0	-1.4%	2.0%	22.3%	-2.5%	3.0
COc1cccc(NC(=O)N2CCCC2C(=O)Nc2ccc3c(c2)OCO3)c1 (stereo not drawn)	4.6%	i	11.6%	0.0	0.0%	-5.8%	10.9%	-10.2%	3.0	PMK inhibit pilot replicates=5.5;MK inhibit pilot replicates=13.0;Spn DPM-DC inh pilot screen %=1.5
Cc1cccc(N2CCN(C(=O)Cn3ccc4ccccc4c3=O)CC2)c1C	-13.4%	i	7.2%	12.0	-6.2%	11.3%	-13.3%	7.6%	3.0	PMK inhibit pilot replicates=0.0;MK inhibit pilot replicates=0.0;Spn DPM-DC inh pilot screen %=0.0
COc1cc2c(C(=O)NCc3ccc(C)o3)cn(CC(C)C)c(=O)c2cc1OC	4.9%	i	7.7%	10.0	6.3%	-1.0%	-1.3%	4.4%	0.0
CCCc1cc(=O)[nH]c(SCC(=O)NC(=O)OCC)n1	1.6%	i	6.1%	0.0	-10.2%	·	-1.0%	·	2.0
CC1=CC(c2ccccc2)n2nc(N3C(=O)c4ccccc4C3=O)nc2N1 (stereo not drawn)	1.4%	i	5.7%	2.0	1.2%	3.4%	-0.7%	3.8%	10.0
COc1ccc(CNc2nc3c(c(C(F)(F)F)n2)CCCCC3)cc1	38.8%	i	11.0%	0.0	-0.9%	2.4%	4.7%	-2.2%	8.0
CCOc1ccc(C2=Nn3c(nnc3-c3ccccn3)SC2)cc1	-16.6%	i	10.7%	2.0	13.5%	-2.9%	-9.5%	-1.2%	0.0
CCn1c(SCC(=O)NCc2cccs2)nc2c1c(=O)n(C)c(=O)n2C	·	i	8.0%	21.0	-6.1%	3.8%	·	6.6%	4.0
O=C(C1COc2ccccc2O1)N1CCOCC1 (stereo not drawn)	-5.4%	i	8.3%	0.0	-6.1%	-8.0%	-7.2%	11.4%	3.0
CCn1cc(C(=O)OCc2ccc(F)cc2)c(=O)c2ccc(C)nc21	-5.3%	i	11.1%	9.0	5.6%	·	-2.0%	-1.1%	6.0	PMK inhibit pilot replicates=6.0;MK inhibit pilot replicates=0.5;Spn DPM-DC inh pilot screen %=0.0
CCCn1c(-c2ccccc2)nc2c(=O)n(C)c(=O)[nH]c21	0.3%	·	1.3%	0.0	-4.4%	3.5%	4.3%	10.4%	0.0
Cc1[nH]nc2c1C1(CCN(Cc3ccccc3)CC1)C(C#N)=C(N)O2	-10.4%	i	6.5%	0.0	5.6%	8.4%	-9.5%	-6.6%	0.0
CCC(C)n1c(SC(C)C#N)nc2ccccc2c1=O (stereo not drawn)	-10.7%	i	3.9%	8.0	-3.5%	-7.0%	0.2%	6.2%	10.0
COC(=O)C(C)Sc1nc2c([nH]c3ccccc32)c(=O)n1C (stereo not drawn)	1.2%	i	5.3%	0.0	-12.7%	-3.0%	-4.7%	4.2%	10.0
Cc1cc(C)nc(NC2=NCC(=O)N2CCc2c[nH]c3ccccc23)n1	6.2%	i	8.2%	0.0	-6.3%	-4.0%	5.2%	11.8%	5.0
Cc1cc(/C(O)=C2\C(=O)C(=O)N(CCN(C)C)C2c2ccncc2)ccc1OCc1ccccc1 (stereo not drawn)	-8.6%	i	-3.4%	8.0	-3.3%	-2.3%	-1.7%	13.7%	8.0
CC(=O)c1ccc2c3c(cccc13)C(=O)N(c1c(C)nn(C)c1C)C2=O	-0.7%	i	14.6%	0.0	4.1%	4.1%	-3.8%	-13.9%	2.0	PMK inhibit pilot replicates=0.0;MK inhibit pilot replicates=1.0;Spn DPM-DC inh pilot screen %=0.5
O=C(Nc1cccnc1)c1cc(-c2ccco2)on1	5.3%	i	6.8%	7.0	-5.0%	-0.7%	-2.4%	7.9%	9.0
C=CCN(C(=O)Nc1ccccc1)C1CC(=O)N(c2ccc(OC)cc2)C1=O (stereo not drawn)	-22.7%	i	8.8%	0.0	-7.1%	-3.5%	-14.3%	0.6%	5.0
CC(C)C1N(C(=O)CN2CCCC2)CCN1S(=O)(=O)c1ccccc1 (stereo not drawn)	3.9%	i	8.7%	16.0	-4.3%	3.5%	-1.7%	3.9%	5.0
CCCc1cc(N2CCCC(C(=O)Nc3cc(Cl)ccc3OC)C2)n2ncnc2n1 (stereo not drawn)	-6.4%	i	6.1%	0.0	-10.0%	5.1%	-9.9%	4.5%	3.0
CCOC(=O)c1oc2cccc(OCC(O)CNC(C)C)c2c1C (stereo not drawn)	·	·	7.9%	10.0	0.1%	-13.6%	·	15.5%	13.0
CC(C)N1C(=O)CCC1C(=O)NC1CCCC1 (stereo not drawn)	-5.0%	i	-0.5%	24.0	-2.7%	13.6%	-3.8%	5.0%	0.0
N=c1c2c(n(Cc3ccc(F)cc3)c3c1CCC3)CCC2	28.6%	i	-1.4%	5.0	-9.6%	-0.5%	29.3%	10.0%	8.0
COC(=O)C1C(O)=C(C(C)=N)C(=O)CC1(C)C (stereo not drawn)	-0.4%	i	12.3%	15.0	-6.1%	17.7%	-3.7%	·	3.0
Cc1nc(C)c(NC(=O)N2CCc3ccccc32)cc1NC(=O)N1CCc2ccccc21	3.2%	i	3.0%	7.0	5.5%	2.0%	11.6%	12.6%	9.0
